APJ agonist – activates the human apelin receptor APJ | activation, % at 20 µM | P35414 | hit rate 0.11% among 330,000 | CHO-K1 APJ PathHunter beta-arrestin, luminescence; 0% DMSO wells, 100% apelin;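 active = activation more than six SD over the plate average, tested at 20 µM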;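 note: 0% = DMSO alone and 100% = apelin-13 at 10 nM; some results filed as inactive read as strong as hits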
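Test system: CHO-K1 APJ beta-arrestin complementation cell line. Amount: cell density 1000 per well. Controls: DMSO negative, 10 nM Apelin-13 positive. Signal: luminescent beta-gal fragment complementation, chemiluminescent substrate. Read-out basis: agonist-driven arrestin binding to APJ. Timing: compound stimulation 90 min at 25 °C, detection 60 min.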
Mdm2 MdmX PPI – disrupts the human Mdm2-MdmX interaction; O15151+Q00987; SaOS-2 split-luciferase Mdm2/MdmX complementation, luminescence; inhibition, % at 8 µM; hit rate 3% among 330,000;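 active = inhibition of at least 50% at 8 µM in the primary screen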
Target sequence (O15151 whole entry, looked up): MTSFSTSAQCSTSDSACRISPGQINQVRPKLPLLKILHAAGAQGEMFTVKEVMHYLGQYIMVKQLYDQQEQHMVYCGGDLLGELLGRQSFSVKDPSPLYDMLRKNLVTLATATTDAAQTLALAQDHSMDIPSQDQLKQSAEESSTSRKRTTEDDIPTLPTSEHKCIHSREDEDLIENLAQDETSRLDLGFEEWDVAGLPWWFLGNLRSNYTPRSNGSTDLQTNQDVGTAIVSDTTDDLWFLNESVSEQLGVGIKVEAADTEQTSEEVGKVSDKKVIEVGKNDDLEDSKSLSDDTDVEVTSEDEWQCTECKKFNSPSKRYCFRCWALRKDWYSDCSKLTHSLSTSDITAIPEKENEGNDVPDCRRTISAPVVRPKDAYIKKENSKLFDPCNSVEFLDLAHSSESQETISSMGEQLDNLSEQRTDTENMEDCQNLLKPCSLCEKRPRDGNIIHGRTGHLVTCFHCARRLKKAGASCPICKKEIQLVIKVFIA
Target sequence (Q00987 whole entry, looked up): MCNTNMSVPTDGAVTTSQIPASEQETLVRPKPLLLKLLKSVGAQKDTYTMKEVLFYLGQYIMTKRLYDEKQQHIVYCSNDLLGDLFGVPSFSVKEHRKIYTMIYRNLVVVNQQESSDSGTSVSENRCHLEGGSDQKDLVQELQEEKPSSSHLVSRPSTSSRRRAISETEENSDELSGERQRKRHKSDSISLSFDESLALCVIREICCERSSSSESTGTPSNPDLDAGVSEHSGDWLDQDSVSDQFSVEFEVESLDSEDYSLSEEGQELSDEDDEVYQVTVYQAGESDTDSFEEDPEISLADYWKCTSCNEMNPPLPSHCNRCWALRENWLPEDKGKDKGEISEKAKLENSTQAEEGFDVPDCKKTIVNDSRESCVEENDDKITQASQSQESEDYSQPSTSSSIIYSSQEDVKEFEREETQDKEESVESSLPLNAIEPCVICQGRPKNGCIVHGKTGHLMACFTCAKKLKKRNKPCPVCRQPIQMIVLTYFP
APJ antag – APJ receptor antagonism. P35414. CHO-K1 APJ beta-arrestin complementation, luminescence. inhibition, % at 20 µM. hit rate 0.32% among 330,000;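 active = inhibition above about 40% at 20 µM, limit read from the data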;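 note: cells challenged with 10 nM apelin-13 agonist together with compound; plate controls were apelin-13 plus DMSO wells for no effect and DMSO wells lacking apelin-13 for full effect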
697 NFkB inh – inhibitors of the PMA/ionomycin-induced NF-kB reporter in 697 B cells. hit rate 0.33% among 330,000. inhibition, % at 4 µM. 697 B-cell NF-kB luciferase reporter, 16 h; in the data active = inhibition above about 35%
Jurkat NFkB inh – inhibitors of the PMA/ionomycin-induced NF-kB reporter in Jurkat cells | PMA/ionomycin-induced NF-kB luciferase reporter, luminescence | inhibition, % at 4 µM | hit rate 0.53% among 330,000 | AID 435003; in the data active = inhibition above about 50%
XBP1 UPR activ – adaptive UPR (XBP1) activation | CHO-XBP1 luciferase reporter, IRE1-XBP1 UPR activation, luminescence; percent of tunicamycin response, DMSO as zero | activation, % at 20 µM | hit rate 0.33% among 330,000;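 active = versus positive control, 20 µM dose yields 30% or more activation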;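 note: 100% = tunicamycin at 10 µg/mL and 0% = DMSO only wells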
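Assay system: CHO-XBP1 luciferase reporter cells; Schedule: 6 h treatment, 37 °C; Detection: glow luminescence from Steady-Glo reagent; Benchmarks: high control tunicamycin 10 µg/mL final, low control DMSO vehicle only.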
tim23-1 inh – tim23-1 yeast growth inhibition; inhibition, % at 20 µM; hit rate 1.3% among 330,000; S. cerevisiae tim23-1 growth, BacTiter-Glo luminescence, 24 h; AID 463212;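 active = growth inhibition of the mutant yeast at or above 50%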;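 note: temperature-sensitive mutant grown at 25 °C; plate controls were DMSO-treated mutant yeast for no effect and medium wells lacking yeast for full effect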
CHOP UPR activ – apoptotic UPR (CHOP) activation | AID 449763 | CHO-CHOP luciferase reporter, luminescence; percent of tunicamycin response over DMSO baseline | hit rate 0.34% among 330,000 | activation, % at 10 µM;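 active = at 10 µM dose, activation of 40% or more, normalized to positive control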;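 note: 100% = tunicamycin at 10 µg/mL and 0% = DMSO alone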
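Assay system: CHO cells with stable CHOP pathway luciferase reporter; Buffer or medium: F12 plus 10% serum; Times: 16-18 h cell attachment, then 6 h compound exposure, 37 °C; Signal: luciferase luminescence; Read-out basis: percent activation relative to tunicamycin control; Control set: tunicamycin high control, DMSO low control.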
An asterisk follows results filed as active; / = no result given.

SMILES | APJ agonist | Mdm2 MdmX PPI | APJ antag | 697 NFkB inh | Jurkat NFkB inh | XBP1 UPR activ | tim23-1 inh | CHOP UPR activ
CCn1c(=O)cc(SCC(=O)NCc2ccc(C)cc2)c2ccccc21 | 1 | 32 | 15 | 12 | 26 | -2 | 11 | -1.2
CC(NC(=O)c1ccc(CS(C)(=O)=O)cc1)c1cccc2ccccc12 (configuration not stated) | -1 | 10 | 12 | 13 | 9 | -2 | 10 | -0.2
Cc1cc(Cl)c2ccc3ccccc3c2n1 | -2 | 5 | 0 | 12 | 0 | -1 | 1 | -0.5
O=c1oc2ccccc2c(Nc2ccccc2)c1CN1CCCCC1 | -3 | 12 | 26 | 28 | 14 | -4 | -23 | -1.1
C(=N\Nc1nc2ccccc2[nH]1)/c1cccs1 | 10 | -129 | -3 | -129 | -80 | -2 | 8 | 3.4
COc1cc(C2C(C(=O)c3ccc(C)o3)=C(O)C(=O)N2c2cc(C)on2)ccc1O (configuration not stated) | -1 | 8 | 13 | -2 | 22 | -3 | -15 | 0.7
Cc1cccc(CSc2ccc3nnc(-c4cccnc4)n3n2)c1 | 0 | 35 | 1 | -13 | 10 | 1 | -22 | 2.3
NC(=O)c1ccsc1NC(=O)COC(=O)C1=NNC(=O)CC1 | -4 | 24 | 9 | 22 | 2 | -3 | -6 | 1.2
CN1C[N+]([O-])=C(c2ccccc2)C1(C)C | 0 | 15 | 18 | 6 | -4 | 3 | 9 | 0.4
CCN(CC)S(=O)(=O)c1ccc2c3c(cccc13)C(=O)S2 | -7 | 40 | 14 | 0 | 3 | -4 | 8 | -0.7
CCn1c(COc2cccc3cccnc23)nnc1SC(F)F | -5 | -17 | 2 | 10 | -13 | 0 | 15 | -0.7
CC1CCCCC1NC(=O)COC(=O)c1ccc2c(=O)n3c(nc2c1)CCC3 (configuration not stated) | 2 | 10 | -3 | 11 | -5 | 0 | 0 | 1.6
CC(C)(O)CC[C@H](OC(=O)c1ccccc1)[C@](C)(O)[C@H]1CC[C@@]2(O)C3=CC(=O)[C@@H]4C[C@@H](O)[C@H](O)C[C@]4(C)C3CC[C@]12C (some centres not stated) | -3 | -35 | 1 | 3 | 9 | -1 | 5 | 0.2
CC(C)C(=O)Nc1cccc(NC(=S)NC(=O)c2ccccc2Cl)c1 | 0 | 3 | 12 | -19 | 4 | -1 | 11 | -0.4
CCCCC1(C(=O)OCC)CC(CN2CCOCC2)OC1=O (configuration not stated) | 4 | -5 | 6 | 0 | 1 | -3 | 10 | -1.6

Part of the list above, as tab-separated lines.
SMILES	APJ agonist	Mdm2 MdmX PPI	APJ antag	697 NFkB inh	Jurkat NFkB inh	XBP1 UPR activ	tim23-1 inh	CHOP UPR activ
Cc1cc(Cl)c2ccc3ccccc3c2n1	-2	5	0	12	0	-1	1	-0.5
O=c1oc2ccccc2c(Nc2ccccc2)c1CN1CCCCC1	-3	12	26	28	14	-4	-23	-1.1
C(=N\Nc1nc2ccccc2[nH]1)/c1cccs1	10	-129	-3	-129	-80	-2	8	3.4
COc1cc(C2C(C(=O)c3ccc(C)o3)=C(O)C(=O)N2c2cc(C)on2)ccc1O (configuration not stated)	-1	8	13	-2	22	-3	-15	0.7
Cc1cccc(CSc2ccc3nnc(-c4cccnc4)n3n2)c1	0	35	1	-13	10	1	-22	2.3
NC(=O)c1ccsc1NC(=O)COC(=O)C1=NNC(=O)CC1	-4	24	9	22	2	-3	-6	1.2
CN1C[N+]([O-])=C(c2ccccc2)C1(C)C	0	15	18	6	-4	3	9	0.4
CCN(CC)S(=O)(=O)c1ccc2c3c(cccc13)C(=O)S2	-7	40	14	0	3	-4	8	-0.7
CCn1c(COc2cccc3cccnc23)nnc1SC(F)F	-5	-17	2	10	-13	0	15	-0.7
CC1CCCCC1NC(=O)COC(=O)c1ccc2c(=O)n3c(nc2c1)CCC3 (configuration not stated)	2	10	-3	11	-5	0	0	1.6
CC(C)(O)CC[C@H](OC(=O)c1ccccc1)[C@](C)(O)[C@H]1CC[C@@]2(O)C3=CC(=O)[C@@H]4C[C@@H](O)[C@H](O)C[C@]4(C)C3CC[C@]12C (some centres not stated)	-3	-35	1	3	9	-1	5	0.2

Continued.
SMILES | APJ agonist | Mdm2 MdmX PPI | APJ antag | 697 NFkB inh | Jurkat NFkB inh | XBP1 UPR activ | tim23-1 inh | CHOP UPR activ
COc1cc(/C=N/NC(N)=O)ccc1OCC(=O)Nc1cc(C)c(C)cc1Br | -4 | 81* | 7 | 12 | -5 | 18 | 0 | 3.9
Cn1cccc1-c1cc(C(=O)N/N=C/c2cc(Br)ccc2O)[nH]n1 | 5 | 74* | -17 | 0 | 46 | -5 | 29 | 0.2
COc1ccc(-c2cn3c(C)c(C(=O)NCc4ccc5c(c4)OCO5)sc3n2)cc1 | 3 | -3 | 22 | 15 | -3 | 4 | -12 | 1.0
COc1ccc(NC(=O)CCCNC(=O)c2ccc(Cl)cc2)cc1OC | 0 | 21 | 12 | 7 | 3 | -1 | 4 | -0.1
CCCc1nc2ccc(NC(=O)c3ccco3)cc2c(=O)n1Cc1ccc(Cl)cc1 | 0 | 21 | -1 | -34 | -8 | 1 | 25 | 4.0
C#CCNC(=O)C1=C[C@@H](c2ccc(C#C)cc2)C[C@@H](OCCCCO)O1 | 4 | -20 | 15 | 12 | 7 | 1 | 13 | 0.2
CCCOc1ccc2ccccc2c1/C=N/n1c(C)nnc1-n1nc(C)cc1C | -1 | 52* | 25 | -3 | 49 | -4 | 21 | -0.6
Cc1ccnc(Nc2nc(-c3c(C)nc4sccn34)cs2)c1 | 0 | 31 | -1 | -86 | -29 | 10 | 11 | 3.0
CCn1c(SCC(=O)Nc2ccc(OC)c(OC)c2)nnc1-c1ccco1 | -2 | 27 | -4 | 9 | -9 | -2 | 9 | -0.7
Cc1ccc(S(=O)(=O)N(C)C)cc1NC(=O)CCNC(=O)c1ccco1 | -3 | 31 | 4 | 2 | 10 | -5 | 11 | 1.1
CCOc1ccccc1C(=O)NCC(=O)N1CCN(Cc2ccc3c(c2)OCO3)CC1 | -2 | -3 | 0 | 18 | 2 | -2 | 11 | -0.1
CC(=O)c1ccc(NC(=S)NC2CCCC(C)C2C)cc1 (configuration not stated) | -4 | -10 | -11 | -5 | -8 | 3 | 45 | 0.7
Cc1ccn2cc(-c3ccc(O)c(O)c3)nc2c1 | -1 | -55 | -3 | -93 | -38 | -4 | 20 | 120*
CCOc1ccc(NC(=O)C2=NN(c3ccccc3)C(=O)CC2)cc1S(=O)(=O)N1CCCCC1 | -5 | 0 | -7 | 16 | 10 | -3 | 11 | -2.0
COc1ccc(C(=O)Nc2nc(-c3ccc(OC)cc3)c(-c3ccc([N+](=O)[O-])cc3)s2)cc1 | -23 | 13 | 31 | 2 | 20 | 3 | -5 | 2.0
NS(=O)(=O)c1cccc(NC(=O)COC(=O)CN2C(=O)c3ccccc3C2=O)c1 | -1 | -19 | 17 | -7 | 9 | 0 | 4 | 1.0
Cc1cccc(NC(=O)CCNC(=O)c2ccccc2Cl)n1 | 1 | 9 | 2 | 7 | 2 | -4 | 4 | 0.9
C/C(=N\NC(=O)CNC(=O)C(c1ccccc1)c1ccccc1)c1ccc(C)cc1 | -2 | -1 | 7 | -1 | 0 | 0 | -1 | 1.8
CCOc1ccc(CNC(=S)N/N=C/c2cccnc2)cc1 | -4 | 19 | -12 | -18 | 5 | 1 | -1 | 0.6
CC(=O)Oc1ccc(C(=O)Nc2nnc(C)s2)cc1 | -3 | -10 | 1 | -23 | -20 | 2 | -4 | 0.4
CN(Cc1ccccc1)C(=O)COc1ccc(-c2nnco2)cc1 | 2 | 16 | -23 | -16 | -8 | -2 | 2 | 2.8
Cc1cc2oc(=O)cc(CN3CCC(C)CC3)c2cc1Cl | -2 | -6 | 13 | 1 | -11 | 4 | 26 | 9.5
O=C(CCC1CCCCC1)NCc1cccnc1 | -3 | 4 | 5 | 16 | 2 | -2 | 8 | 2.5
CC1CCC/C(=C\Nc2ccccc2C(=O)O)C1=O (configuration not stated) | 1 | 17 | 2 | 11 | -2 | 0 | 0 | 2.0
CC(C)C(NS(=O)(=O)c1ccc2c(c1)oc(=O)n2C)C(=O)N1CCN(c2ccccc2F)CC1 (configuration not stated) | 3 | 1 | 8 | -26 | 6 | -1 | 9 | -0.1
CCOc1ccc(NS(=O)(=O)c2ccc(NC(=S)NC(C)=O)cc2)cc1 | -4 | -25 | 20 | -5 | 11 | -1 | -1 | -0.3
O=C(Nc1ccc(Br)cc1)c1cccnc1N1CCOCC1 | -3 | -2 | 15 | 8 | 14 | -3 | 10 | -0.3
COc1ccc(CNC(=O)Nc2ccc(C)c(C)c2)cc1 | 1 | 6 | 11 | 1 | 8 | -1 | -1 | 0.0
Cc1cc2oc3c(c(=O)c2cc1C)C(c1cccc(Br)c1)N(Cc1ccco1)C3=O (configuration not stated) | -3 | -9 | 9 | -33 | -14 | 0 | 9 | 3.6
Cc1cccc(NCC(O)Cn2cnc3c2c(=O)n(C)c(=O)n3C)c1 (configuration not stated) | -13 | -11 | -2 | -19 | -1 | -3 | 19 | -1.2
COC(=O)[C@@]1(Cc2ccccc2)[C@H]2C(=O)N(C)C(=O)[C@H]2[C@H]2CN=C(SCc3ccc(Cl)cc3)N21 | / | 32 | / | 15 | / | -1 | 40 | 2.2
O=C(NCCc1ccccc1)C1CCC(CNS(=O)(=O)c2cccs2)CC1 (configuration not stated) | -1 | 1 | 14 | 2 | 0 | -2 | 2 | -1.4
COc1ccc(CCC(C)NCc2ccccc2OC)cc1 (configuration not stated) | -3 | -26 | 16 | 5 | -3 | -3 | -6 | 0.7
CCOC(=O)/C(C#N)=C/c1cc2ccccc2nc1N1CCCCC1 | -3 | -8 | 8 | 11 | 2 | -2 | 23 | 0.0
Clc1cccc(Cl)c1CSc1nnc(/C=C/c2ccccc2)o1 | -2 | 43 | -8 | 12 | 1 | -2 | 2 | 3.6
CCCc1cc(=O)oc2cc(C)cc(OCC(=O)NC3CCN(Cc4ccccc4)CC3)c12 | -4 | 15 | 7 | 6 | -9 | -10 | 5 | -2.3
O=C(N/N=C/c1c(F)c(F)c(F)c(F)c1F)c1ccc(Cn2cc(Br)cn2)o1 | -1 | 36 | -1 | -8 | -5 | -2 | 28 | 1.6
COCCNC(=O)NC(=O)COC(=O)c1ccc2[nH]c3c(c2c1)CCCC3 | -1 | 9 | -17 | 16 | -15 | 0 | 16 | 0.4
O=C(O)c1ccc(COCC(F)(F)C(F)F)o1 | -2 | 2 | 17 | 9 | 4 | -1 | -3 | 0.4
CCCC(C(=O)NC(C)(C)C)N(CC1CCCO1)C(=O)CNS(=O)(=O)c1ccc(F)cc1 (configuration not stated) | -3 | 12 | 4 | 17 | -3 | -3 | 0 | 1.5
CCOC(=O)/C(C(C)=O)=C1\OC(=O)c2ccccc21 | 0 | 5 | 5 | 18 | -1 | 0 | 0 | 1.1
c1ccc(CSc2nnc(-c3ccco3)c(-c3ccco3)n2)cc1 | -4 | 15 | -3 | 6 | 10 | 1 | 29 | 0.2
COc1ccc(/C=N/NC(=O)CC(=O)N/N=C/c2ccc(OC)cc2)cc1 | -2 | 18 | 4 | 4 | -7 | -6 | -3 | 1.0

Screening data (PubChem BioAssay)
